RAD54 branch – inhibitors of human RAD54 branch migration; RAD54 Holliday junction branch migration, FAM/BHQ fluorescence; 360,000 tested, 0.14% active; Q92698; AID 602329; inhibition, % at 10.4 µM;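 active means mean normalized replicate activity at least 40 and at least half of replicates scoring 40 or more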;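 further: 0% = median of neutral control wells and 100% = median of positive control wells; inhibitors cause a drop in the FAM fluorescence signal; in these data hits start at about 50%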
ERp5 inh – blocks human ERp5 reductase activity on insulin; Q15084; 350,000 tested, 0.05% active; ERp5 insulin aggregation, absorbance 650 nm, 90 min; inhibition, % at 9.99 µM;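 active means mean replicate inhibition above about 25%, with every replicate also reaching it, limit read from the data, passing the limit was not always enough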
PglD inh – PglD (C. jejuni) enzyme inhibition; purified PglD enzyme, DTNB colorimetric CoA detection; inhibition, % at 12.5 µM; 360,000 tested, 0.098% active; AID 602405; in the data active means inhibition above about 16%, passing the limit was not always enough; further: strong numbers were not always called active
esBAF inh – SWI/SNF esBAF complex inhibition; AID 602393; reporter increase, % at 12.5 µM; 350,000 tested, 2% active; mouse ES cells, Bmi1-luciferase knock-in reporter, 24 h; 100% = twice the neutral-well signal; in the data active means activation above about 40%;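 further: 0% = median of the plate's neutral control wells and 100% = double that signal; a rise in the Bmi1 reporter signal indicates esBAF inhibition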
ARNT-TACC3 inh – disrupts binding between human ARNT and TACC3 | Q9Y6A5 | AlphaScreen His-ARNT PAS-B/GST-TACC3 binding, luminescence; TACC3 fragment carries E629A point mutation | inhibition, % at 9.99 µM | 390,000 tested, 0.66% active;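 active means mean inhibition of replicates at least 50% and at least half of replicates each reaching 50%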;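 further: 0% = complete ARNT plus TACC3 wells and 100% = ARNT alone without TACC3; many hits fall short of the cut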
E-sel inducer – induces E-selectin expression in human endothelial cells | 260,000 tested, 0.37% active | activation, % at 7.58 µM | HUVEC E-selectin immunofluorescence imaging; normalized: neutral wells 0, TNF-alpha wells 100 | AID 686992 | P16581;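 active means mean E-selectin-positive cell signal at least 10% of the positive control, reached in at least 60% of replicates, without over 20% cell loss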;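 further: in these data hits start at about 27%; measured in HUVEC primary endothelial cells; signal is the percent of cells scored E-selectin positive by PE staining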
Target sequence (P16581 whole entry, looked up): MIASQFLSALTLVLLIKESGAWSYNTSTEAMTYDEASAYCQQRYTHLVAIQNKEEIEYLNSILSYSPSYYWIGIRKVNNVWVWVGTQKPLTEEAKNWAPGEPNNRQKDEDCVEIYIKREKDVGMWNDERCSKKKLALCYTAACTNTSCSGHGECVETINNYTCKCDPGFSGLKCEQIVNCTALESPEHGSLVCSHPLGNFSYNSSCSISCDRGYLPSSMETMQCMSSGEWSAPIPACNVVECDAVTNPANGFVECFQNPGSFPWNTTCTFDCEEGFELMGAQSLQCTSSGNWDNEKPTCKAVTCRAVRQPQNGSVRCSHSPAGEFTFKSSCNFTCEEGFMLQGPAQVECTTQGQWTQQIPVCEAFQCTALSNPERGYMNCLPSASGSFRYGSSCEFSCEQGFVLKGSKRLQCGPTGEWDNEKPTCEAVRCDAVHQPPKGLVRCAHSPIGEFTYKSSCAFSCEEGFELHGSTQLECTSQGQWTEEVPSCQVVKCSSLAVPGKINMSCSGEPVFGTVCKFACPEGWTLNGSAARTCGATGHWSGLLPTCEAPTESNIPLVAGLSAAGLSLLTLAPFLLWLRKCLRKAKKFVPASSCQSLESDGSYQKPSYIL
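Test system: HUVEC; input: 3,000 HUVEC/well; measured by: immunofluorescence imaging; read-out: % PE-positive cells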
CASP6 VEID inh – caspase-6 (human) enzyme inhibition | 350,000 tested, 0.53% active | inhibition, % at 12.5 µM | AID 686996 | purified caspase-6, Z-VEID-R110 cleavage fluorescence;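 active means mean inhibition across replicates at least about 35%, with every replicate also reaching that limit, limit read from the data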;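 further: 0% = median of neutral control wells and 100% = no fluorescence left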
Target sequence (P55212 24-179 limits assumed): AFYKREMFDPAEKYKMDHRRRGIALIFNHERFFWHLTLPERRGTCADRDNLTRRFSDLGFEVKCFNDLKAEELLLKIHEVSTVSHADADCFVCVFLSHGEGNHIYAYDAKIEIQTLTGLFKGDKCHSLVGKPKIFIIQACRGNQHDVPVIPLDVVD
Target sequence (P55212 194-293 limits assumed): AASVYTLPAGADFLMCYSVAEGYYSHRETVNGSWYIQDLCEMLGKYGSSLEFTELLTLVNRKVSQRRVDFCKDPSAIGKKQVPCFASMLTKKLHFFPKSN
RAD52 inh – RAD52 (human) annealing inhibition; P43351; recombinant RAD52 DNA annealing, FRET fluorescence; inhibition, % at 18.7 µM; 360,000 tested, 0.46% active;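 active means every replicate showing at least 50% inhibition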
* marks the source's active call; other numbers are inactive results; · = no result given. Compounds were not picked by outcome (roughly 3.2% active in at least one column).

SMILES	RAD54 branch	ERp5 inh	PglD inh	esBAF inh	ARNT-TACC3 inh	E-sel inducer	CASP6 VEID inh	RAD52 inh
O=C(NCC(=O)N(Cc1ccc(F)cc1)C(C(=O)NCC1CCCO1)c1ccccc1)c1ccco1 (stereo unspecified)	-3	-3	3	-6	·	·	-1	-13
Cc1c(O)c(=O)ccn1Cc1ccccc1	-8	5	-6	-10	4	0.1	-4	-9
O=C(COC(=O)CNC(=O)c1ccc(Cl)cc1Cl)NNC(=O)c1ccccc1	-3	2	2	-4	-2	1.4	0	-21
CCN(CC)CCCNC(=O)c1ccccc1C	1	-2	-5	-4	4	·	-34	8
CCOC(=O)c1c(NC(=O)CN2CCOCC2)sc2c1CCCC2	-7	·	2	·	1	-1.0	·	·
C/C(=C\c1ccccc1)C1NC(=O)c2c(sc3c2CCCC3)N1 (stereo unspecified)	·	0	·	-2	0	3.7	3	-14
O=C(COC(=O)c1cc(=O)[nH]c2ccccc12)Nc1ccc(Cl)cn1	-13	-1	2	-8	·	0.0	-1	-42
CCOCCCNC(=O)C(c1ccccc1)N(Cc1cccs1)C(=O)c1ccccc1O (stereo unspecified)	·	5	·	·	-35	·	-1	-11
COc1cnc(-c2ccccn2)nc1Oc1cccc(C(F)(F)F)c1	·	-3	·	·	·	-0.1	0	4
Cc1ccccc1-n1ncc(C(C)NS(=O)(=O)c2ccccc2Cl)c1C (stereo unspecified)	0	2	-5	·	11	-0.2	-2	-17
C[C@H]1CN([C@@H](C)CO)S(=O)(=O)c2ccc(-c3ccccc3)cc2O[C@H]1CN(C)Cc1cccnc1	-2	·	3	3	8	-1.7	·	·
CC(C)(C)C(=O)Nc1cccc(C(=O)c2cccc(NC(=O)C(C)(C)C)c2)c1	-4	·	4	0	-34	·	·	·
Cc1cc(C)cc(N2C(=O)CC(N3CCOCC3)C2=O)c1 (stereo unspecified)	5	1	-5	6	-2	·	0	2
CCOC(=O)C(=O)N(C)c1c(CC)nc2c(OCc3ccccc3)cccn12	-2	-1	0	6	·	0.0	-3	-9
CCOC(=O)N1CCC(NC(=O)c2ccc(N3CCC4(CC3)OCCO4)c([N+](=O)[O-])c2)CC1	0	-1	-3	-6	-6	-0.1	-4	-4
CC(C)Cc1ccc(CN2CC[C@@H](NS(=O)(=O)c3ccccc3)C2)cc1	-11	0	-2	·	-32	·	3	20
COc1cccc(NC(=O)N2CC3(C2)[C@H](c2ccccc2)[C@@H](CO)N3C(=O)C2CC2)c1	·	3	·	·	·	-0.1	-1	-9
O=C(NCc1ccco1)c1ccc(-c2ccc3nccn3c2)cc1	-2	1	-5	3	·	1.3	1	-22
CC(=O)Nc1ccc(S(=O)(=O)NNC(=O)c2cccc3ccccc23)cc1	2	·	0	5	15	·	·	·
C[C@H]1CN([C@@H](C)CO)C(=O)c2cccc(NS(C)(=O)=O)c2O[C@H]1CN(C)Cc1ccccc1	-4	4	0	1	-2	-0.3	1	-3
COc1ccc(CCN2C(=S)N(C)C(=O)C2CC(=O)Nc2ccc(OC)cc2)cc1 (stereo unspecified)	-9	-71	-2	-2	-3	-0.3	14	-10
O=C(c1ccncc1)N1CC(=O)N2[C@@H](CO)[C@@H](c3ccc(-c4ccccc4)cc3)[C@@H]2C1	·	0	·	·	·	0.3	-4	-12
CC(Sc1ccsc1[N+](=O)[O-])C(=O)NCc1ccco1 (stereo unspecified)	-7	2	3	·	10	1.1	5	-3
CN(Cc1ccccc1)C(=O)c1cccc(NC(=O)Cc2ccc(NC(=O)C3CCN(C(=O)C4CCC4)CC3)cc2)c1	-13	0	2	2	-2	-0.2	1	-24
O=C(Cc1ccccc1)N1C[C@H]2[C@@H](c3ccccc31)[C@@H](CO)N2S(=O)(=O)c1ccccc1	9	-2	1	9	4	-0.1	2	-3
Following part
SMILES	RAD54 branch	ERp5 inh	PglD inh	esBAF inh	ARNT-TACC3 inh	E-sel inducer	CASP6 VEID inh	RAD52 inh
COc1ccc(S(=O)(=O)N(C)C[C@@H]2OCCCC[C@H](C)Oc3ccc(NC(=O)Nc4ccccc4)cc3C(=O)N([C@@H](C)CO)C[C@H]2C)cc1	8	·	4	-4	-7	1.5	·	·
COc1ccc(CC(=O)Nc2ccc(-c3noc(-c4ccccc4OC)n3)cc2)cc1	0	·	2	21	-20	·	·	·
CCOC(=O)C1NN=C(C(=O)c2ccccc2)C1c1ccc(OC)cc1 (stereo unspecified)	·	-1	·	·	2	·	0	-7
O=C(N[C@H]1CC[C@@H](CCNS(=O)(=O)c2ccc(F)cc2)O[C@H]1CO)c1cccc(F)c1	5	9	-1	3	-3	-0.3	-3	-4
O=C(O)c1ccc2cccc(O)c2n1	-1	3	5	·	21	-0.1	12	-13
CCO/N=C(\C)c1c(O)c(CC)c(-c2ccccc2)n(-c2ccccc2)c1=O	-9	·	9	-1	-32	·	·	·
CCN(CC)S(=O)(=O)c1ccc(N2CCCC2)c(NC(=O)C2CSC3(C)CCC(=O)N23)c1 (stereo unspecified)	·	0	·	-5	-5	·	6	-22
CO[C@@H]1CN(C)C(=O)c2cc(NC(=O)c3ccc(F)cc3)ccc2OC[C@@H](C)N(C(=O)CN(C)C)C[C@H]1C	9	0	-2	4	2	0.3	-2	8
CCCC#Cc1ccc([C@H]2[C@H](CO)N3CCCCN(Cc4ccncc4)C[C@@H]23)cc1	7	-7	6	2	0	-0.2	0	-1
COC(=O)c1ccc(NC(=S)NC(=O)c2c(Cl)cnn2C)cc1	·	2	·	·	2	·	-1	-22
CC1C=NC(S(=O)(=O)N2CC[C@@H]3[C@@H](CO)N(C)c4ccc(-c5ccccc5)cc4[C@@H]32)=N1 (stereo partly specified)	-1	-5	-2	0	11	0.3	-2	-4
COc1cc(/C=C/C(=O)OCC(=O)NCC2CCCCC2)ccc1O	-3	-2	3	-10	·	·	0	-16
C[C@H](CO)N1C[C@H](C)[C@H](CN(C)C(=O)c2ccccc2)Oc2ncc(C3=CCCC3)cc2C1=O	-1	-3	0	0	-2	-0.4	0	-12
Clc1cccc(Cl)c1Cn1nnc(-c2cccs2)n1	11	·	9	69*	8	·	·	·
COc1ccc(CCNS(=O)(=O)c2csc(C(N)=O)c2)cc1OC	3	-23	4	-5	0	·	-2	-19
O=C(Nc1cccc(Cl)c1)N1C[C@@H]2[C@H](c3ccccc31)[C@H](CO)N2C(=O)c1ccncc1	-1	3	-1	1	0	0.2	2	1
Cc1cccc(NC(=O)COC(=O)c2n[nH]c3ccccc23)c1C	-2	-17	1	10	·	0.6	1	-13
CC(=O)N(C)C[C@@H]1Oc2ncc(-c3cncnc3)cc2C(=O)N([C@H](C)CO)C[C@@H]1C	10	1	5	2	2	0.2	0	-1
N#CCSc1nnc(COc2ccccc2)n1-c1ccccc1	2	·	0	1	-2	-1.1	·	·
CC(SCC(=O)Nc1ccc(F)cc1)c1nc2ccccc2c(=O)[nH]1 (stereo unspecified)	5	-18	-4	·	-11	-0.1	-6	-20
Nc1cccc(C#Cc2ccc3c(c2)C(=O)/C(=C/c2ccsc2)O3)c1	-6	-2	-1	19	-6	0.5	-2	-15
C[C@@H]1CCCCO[C@H](CN(C)S(=O)(=O)c2ccc(Cl)cc2)[C@H](C)CN([C@@H](C)CO)C(=O)c2cc(N(C)C)ccc2O1	0	-1	-1	3	9	0.7	3	43
CC(C)NC(=O)Nc1ccc2c(c1)C(=O)N([C@H](C)CO)C[C@H](C)[C@H](CN(C)Cc1ccncc1)O2	8	0	-2	-1	-11	·	-7	2
CC1CCN(C(=O)c2[nH]cnc2C(=O)NCc2ccc(CNC(=O)OC(C)(C)C)cc2)CC1	3	2	1	9	-3	0.3	-1	-12
c1ccc(-n2c(SCc3ccncc3)nnc2-c2ccco2)cc1	-2	·	-8	-2	20	·	·	·
Going on with the list.
SMILES	RAD54 branch	ERp5 inh	PglD inh	esBAF inh	ARNT-TACC3 inh	E-sel inducer	CASP6 VEID inh	RAD52 inh
Cn1c(SCC(=O)Nc2ccc(Br)cn2)nnc1C1CC1	-1	2	-5	·	-4	-0.6	5	7
O=C(c1ccccc1)N1CCN(CCc2ccccc2)CC1	-6	-1	1	-3	0	2.2	1	3
CNc1nc(-c2ccc3c(c2)CCN3C(=O)c2ccccc2F)c(C)s1	2	7	3	21	3	·	0	-20
O=S(=O)(NCc1ccccc1F)NCc1ccccc1F	-4	1	-5	3	·	·	-1	-4
Cc1ccccc1OCc1nnc(SCC(=O)Nc2ccc(N3CCOCC3)c(Cl)c2)n1C	-1	·	2	3	-2	·	·	·
O=c1[nH]c(=O)n(Cc2ccccc2)c2c1C(C(F)(F)F)(C(F)(F)F)N=C(c1ccco1)N2	7	·	0	-22	-4	·	·	·
c1ccc(Cc2nnc3n2N=C(c2ccccc2)CS3)cc1	·	-4	·	·	2	·	2	-2
COC(=O)c1ccc(Nc2nc(C)nc3c2nnn3Cc2ccccc2)cc1	-12	-2	-4	2	-12	·	0	-6
COc1ccccc1C(=O)NCCC(=O)N(C)CC(=O)Nc1c(Cl)cccc1Cl	-6	11	2	-1	3	1.7	2	-13
CC(C(=O)NN=C(c1ccccc1)c1ccccc1)N1CCCC1 (stereo unspecified)	·	4	·	·	1	1.8	·	2
COc1ccccc1N(C)S(=O)(=O)c1ccc(C(=O)OCC(=O)Nc2ccccc2F)cc1	15	5	-2	0	-3	-1.5	2	-1
Cc1cc(NS(=O)(=O)c2ccc(NC(=O)Cc3ccc(Cl)c(Cl)c3)cc2)no1	-9	2	-4	-5	4	0.0	8	-11
CC1(C)CC(=O)N(CC(=O)N2CCN(c3ncccn3)CC2)c2ccccc2S1(=O)=O	-13	1	6	-47	·	-0.1	1	-1

15 of these compounds in another layout:
compound | RAD54 branch | ERp5 inh | PglD inh | esBAF inh | ARNT-TACC3 inh | E-sel inducer | CASP6 VEID inh | RAD52 inh
CC1CCN(C(=O)c2[nH]cnc2C(=O)NCc2ccc(CNC(=O)OC(C)(C)C)cc2)CC1 | 3 | 2 | 1 | 9 | -3 | 0.3 | -1 | -12
c1ccc(-n2c(SCc3ccncc3)nnc2-c2ccco2)cc1 | -2 | · | -8 | -2 | 20 | · | · | ·
Cn1c(SCC(=O)Nc2ccc(Br)cn2)nnc1C1CC1 | -1 | 2 | -5 | · | -4 | -0.6 | 5 | 7
O=C(c1ccccc1)N1CCN(CCc2ccccc2)CC1 | -6 | -1 | 1 | -3 | 0 | 2.2 | 1 | 3
CNc1nc(-c2ccc3c(c2)CCN3C(=O)c2ccccc2F)c(C)s1 | 2 | 7 | 3 | 21 | 3 | · | 0 | -20
O=S(=O)(NCc1ccccc1F)NCc1ccccc1F | -4 | 1 | -5 | 3 | · | · | -1 | -4
Cc1ccccc1OCc1nnc(SCC(=O)Nc2ccc(N3CCOCC3)c(Cl)c2)n1C | -1 | · | 2 | 3 | -2 | · | · | ·
O=c1[nH]c(=O)n(Cc2ccccc2)c2c1C(C(F)(F)F)(C(F)(F)F)N=C(c1ccco1)N2 | 7 | · | 0 | -22 | -4 | · | · | ·
c1ccc(Cc2nnc3n2N=C(c2ccccc2)CS3)cc1 | · | -4 | · | · | 2 | · | 2 | -2
COC(=O)c1ccc(Nc2nc(C)nc3c2nnn3Cc2ccccc2)cc1 | -12 | -2 | -4 | 2 | -12 | · | 0 | -6
COc1ccccc1C(=O)NCCC(=O)N(C)CC(=O)Nc1c(Cl)cccc1Cl | -6 | 11 | 2 | -1 | 3 | 1.7 | 2 | -13
CC(C(=O)NN=C(c1ccccc1)c1ccccc1)N1CCCC1 (stereo unspecified) | · | 4 | · | · | 1 | 1.8 | · | 2
COc1ccccc1N(C)S(=O)(=O)c1ccc(C(=O)OCC(=O)Nc2ccccc2F)cc1 | 15 | 5 | -2 | 0 | -3 | -1.5 | 2 | -1
Cc1cc(NS(=O)(=O)c2ccc(NC(=O)Cc3ccc(Cl)c(Cl)c3)cc2)no1 | -9 | 2 | -4 | -5 | 4 | 0.0 | 8 | -11
CC1(C)CC(=O)N(CC(=O)N2CCN(c3ncccn3)CC2)c2ccccc2S1(=O)=O | -13 | 1 | 6 | -47 | · | -0.1 | 1 | -1

Screening data deposited in PubChem BioAssay by Broad Institute.
